# TRPC4 potent – allosteric potentiators of mouse TRPC4 channel. HEK293 TRPC4beta/mu-opioid, DAMGO EC20, Fluo-4 Ca2+ flux; active compounds read high. 0.42% of 310,000 active. Q9QUQ5. B-score at 10 µM. AID 2227;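 active means B-score of calcium response area above 5 SD of library B-scores, with initial fluorescence ratio within 5 SD of library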;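 further: B-score of integrated fluorescence ratio over time as area under calcium response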
# HDAC3 inh – inhibitors of human histone deacetylase 3; O15379; recombinant HDAC3, fluorogenic peptide/trypsin coupled, fluorescence; inhibition, % at 8.3 µM; 0.15% of 320,000 active; in the data active means inhibition above about 26%, passing the limit was not always enough; inconclusive means no clear call, values can overlap the other calls
# Target sequence (O15379 whole entry, looked up): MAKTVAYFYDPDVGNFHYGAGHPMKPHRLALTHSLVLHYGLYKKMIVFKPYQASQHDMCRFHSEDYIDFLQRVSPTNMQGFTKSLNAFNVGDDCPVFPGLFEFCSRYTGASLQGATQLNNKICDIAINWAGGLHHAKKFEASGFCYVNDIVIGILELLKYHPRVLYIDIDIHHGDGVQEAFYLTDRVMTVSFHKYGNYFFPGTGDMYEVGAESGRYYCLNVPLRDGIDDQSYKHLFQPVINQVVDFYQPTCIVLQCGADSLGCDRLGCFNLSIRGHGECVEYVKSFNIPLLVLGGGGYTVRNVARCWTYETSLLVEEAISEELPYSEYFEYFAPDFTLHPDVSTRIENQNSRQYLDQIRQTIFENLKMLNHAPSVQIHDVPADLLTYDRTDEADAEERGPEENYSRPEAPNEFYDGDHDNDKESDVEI
# KCNK9 block – human KCNK9 channel inhibition | Q9NPC2 | HEK293 KCNK9, FluxOR thallium flux fluorescence; active compounds read low | B-score at 10 µM | 1.2% of 310,000 active;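 active means ratio B-score over 3 SD below the library mean, with starting fluorescence within 5 SD of its mean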;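 further: negative B-score means less thallium flux so channel inhibition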
# TMEM16A inh – mouse TMEM16A channel inhibition, primary screen | AID 588511 | HEK293 TMEM16A/YFP iodide influx fluorescence, ionomycin | normalized B-score (activity score, 25-100; higher = stronger inhibition) at 10 µM | Q8BHY3 | 1.2% of 310,000 active;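 active means ratio plate-corrected score three or more library SD toward inhibition, starting fluorescence score within five deviations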;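 further: score derived from kinetic fluorescence span divided by baseline fluorescence per well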
# KCNQ1 pot – potentiates or activates the human KCNQ1 potassium channel | P51787 | CHO-K1 KCNQ1, thallium flux FluxOR fluorescence; active compounds read high | B-score at 10 µM | 0.35% of 310,000 active;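 active means fluorescence ratio B-score, a plate-corrected score, at least three library SD, with initial intensity B-score within 5 SD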
#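 System: CHO-K1 cells stably expressing KCNQ1 / Medium: assay buffer for compound exposure, DMSO matched across wells / Reagent: thallium- and potassium-containing depolarizing buffer / Compound: one concentration, matched DMSO / Incubation: 20 min compound pretreatment at room temperature / Measured by: kinetic FluxOR fluorescence, 10 s baseline plus 110 s post-stimulus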
# hERG protect – shields human hERG channel from block by proarrhythmic agents | CHO-hERG, FluxOR thallium flux, dofetilide IC70 present | activation (rescue from dofetilide block), less the hit threshold, % at 10 µM | 0.51% of 310,000 active | AID 1511;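 active means activation above the mean of controls blocked by dofetilide plus 5 SD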;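 further: thallium influx through hERG after potassium depolarization seen as dye fluorescence rise; in these data hits start at about 4.7%; inactives centre near -7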
# TRPC4 agonist – activators of mouse TRPC4 channel. Q9QUQ5. HEK293 TRPC4beta/mu-opioid, Fluo4 calcium fluorescence; active compounds read high. B-score at 10 µM. 0.49% of 310,000 active. AID 2237;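 active means B-score above 5 SD of library B-scores, and initial fluorescence ratio not above library mean plus 5 SD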;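 further: positive B-score marks a calcium rise read as TRPC4 activation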
#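 Material: TRPC4beta and mu-opioid receptor HEK293 stable cells | Incubation: 45 min room-temperature Fluo4 loading, 110 s read | Detection: Kinetic Fluo4 calcium fluorescence | Measure: Integrated baseline-normalised fluorescence ratio, converted to per-well B score | Benchmarks: Low control buffer alone, high control maximal DAMGO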
# KCNQ1 block – human KCNQ1 channel inhibition | P51787 | CHO-K1 KCNQ1, FluxOR thallium flux fluorescence; active compounds read high | B-score at 10 µM | 1.3% of 310,000 active | AID 2642;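 active means compounds whose thallium flux B-score, printed positive for inhibition, exceeds three library SD while starting fluorescence stays within three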;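 further: channel opened by potassium depolarization with thallium stimulus after 20 min compound exposure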
# KCNK3 inh – human KCNK3 channel inhibition, primary screen. O14649. CHO-KCNK3 thallium flux, FluxOR fluorescence; active compounds read low. B-score at 10 µM. 0.84% of 340,000 active;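 active means B-score under library mean minus 4 SD, starting fluorescence ratio at most library mean plus 5 SD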;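 further: more negative B-score means stronger inhibition of thallium flux through KCNK3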
# Target sequence (O14649 whole entry, looked up): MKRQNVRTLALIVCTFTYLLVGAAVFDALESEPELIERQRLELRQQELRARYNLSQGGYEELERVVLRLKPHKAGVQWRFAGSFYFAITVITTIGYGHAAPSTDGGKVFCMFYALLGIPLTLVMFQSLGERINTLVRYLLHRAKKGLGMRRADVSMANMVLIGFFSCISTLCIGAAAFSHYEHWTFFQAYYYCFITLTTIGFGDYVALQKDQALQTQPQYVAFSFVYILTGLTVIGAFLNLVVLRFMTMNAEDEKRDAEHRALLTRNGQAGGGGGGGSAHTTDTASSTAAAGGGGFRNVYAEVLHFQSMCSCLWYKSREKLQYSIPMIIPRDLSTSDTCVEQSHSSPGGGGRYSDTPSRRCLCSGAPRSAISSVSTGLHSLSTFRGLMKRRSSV
# TMEM16A act – activators or potentiators of mouse TMEM16A chloride channel. Q8BHY3. HEK293 TMEM16A/YFP-H148Q/I152L, iodide quench fluorescence; active compounds read low. B-score at 10 µM. 0.3% of 340,000 active;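 active means fluorescence-ratio B-score plate-corrected deviation score at least 3 library SD below zero, with starting fluorescence score within 5 deviations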;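 further: channel opened by trigger with iodide after compound preincubation; score built on the fluorescence ratio of max minus min over baseline; more negative score means more quench and so TMEM16A activation or potentiation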
# DYRK1A inh – inhibitors of rat Dyrk1A kinase. inhibition, % at 12.5 µM. ADP-Glo luminescence, NFATc1 peptide. Q63470. 0.43% of 310,000 active. AID 504441; in the data active means inhibition above about 50%;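 further: plate controls were vehicle with enzyme for no effect and no enzyme for full effect; many of its hits are not listed in these tables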
# An asterisk follows results filed as active; i = inactive; ? = inconclusive; . = not tested or not shown.
# Order of results: TRPC4 potent | HDAC3 inh | KCNK9 block | TMEM16A inh | KCNQ1 pot | hERG protect | TRPC4 agonist | KCNQ1 block | KCNK3 inh | TMEM16A act | DYRK1A inh
COc1cccc(/C=C(/C(=O)OCC(=O)NCC2CCCO2)c2ccccc2)c1 (stereo not drawn)
  i | 1.6 | i | i | i | -13.1 | i | i | i | i | 4.0
O=C1CCC(c2ccccc2)(c2ccccc2)CC1
  i | . | i | i | i | -1.4 | i | i | i | i | 0.8
O=C(Oc1ccccc1)c1cccc2cccc(C(=O)Oc3ccccc3)c12
  i | . | -9.22* | . | i | -7.9 | i | i | i | i | .
O=C(N/N=C/c1cc([N+](=O)[O-])c(N2CCOCC2)cc1N1CCOCC1)c1cccnc1
  i | 6.5 | i | i | i | -11.0 | i | i | i | i | 2.9
COc1cccc(-n2c(=S)[nH]c3c(oc4ccccc43)c2=O)c1
  i | ? | i | i | i | -16.8 | i | i | i | i | 9.1
Cc1ccccc1-c1nc(CS(=O)CC(=O)NCc2ccc3c(c2)OCO3)c(C)o1 (stereo not drawn)
  i | 11.5 | i | i | i | -10.2 | i | i | i | i | -1.3
Cc1ccccc1C(=O)NC1CCN(CC(=O)Nc2ccc(N(C)C)cc2)CC1
  i | -0.2 | i | i | i | -6.2 | i | i | i | i | .
O=C(Nc1cccc(F)c1)Nc1ccc2c(c1)C(=O)OC2
  i | 3.9 | i | i | i | -13.9 | i | i | i | i | 1.7
CC(=O)Nc1cccc(N=NN2CCOCC2)c1
  i | -31.0 | i | i | i | -5.7 | i | i | i | i | -4.6
CCc1nc2ccc(C(=O)N3CCN(c4ccccc4F)CC3)cc2nc1CC
  i | -1.3 | i | i | i | -10.8 | i | i | i | i | 8.2
Cc1ccc(S(=O)(=O)NCC(=O)N2CCCC2C(=O)O)cc1 (stereo not drawn)
  i | -1.3 | i | i | i | -1.5 | i | i | i | . | 12.0
CCOc1ccc(NC(=O)C(=O)NCc2ccncc2)cc1
  i | 3.1 | i | i | i | -2.5 | i | i | i | i | -10.4
CC12CCC(C(=O)N3CCc4ccccc43)(CC1=O)C2(C)C (stereo not drawn)
  i | 2.5 | i | i | i | -2.1 | i | i | i | i | -11.1
COc1ccc(-c2cc(=O)c3c(O)cc(O)cc3o2)cc1
  . | 0.8 | . | i | . | . | . | . | i | i | -1.0
CCCCOc1ccccc1C(=O)N(Cc1ccc(C)o1)C1CCS(=O)(=O)C1 (stereo not drawn)
  i | 0.1 | i | i | i | -5.8 | i | i | i | i | 1.1
COc1ccccc1NC(=O)CSc1nnc(Cc2cccn2C)n1-c1ccc(F)cc1
  i | . | i | i | i | -13.7 | i | i | i | i | -7.0
CC1(C)NC(=O)N(CCCOc2ccc3c(c2)CCC3)C1=O
  i | 3.1 | i | i | i | -10.3 | i | i | i | i | 4.6
O=C(/C=C/Nc1ccc(S(=O)(=O)Nc2cnc3ccccc3n2)cc1)c1ccccc1
  i | 0.0 | i | i | i | -14.2 | i | i | i | i | 2.1
S=c1[nH]nc(-c2cc3c(s2)-c2ccccc2CC3)o1
  i | -241.1 | i | i | 71* | 133.6* | i | i | i | i | .
CCOC(=O)C1=C(C)NC(=O)C(C(N)=O)C1c1ccccc1 (stereo not drawn)
  i | -2.9 | i | i | i | -0.9 | i | i | i | i | -7.6
CCCCn1c(N)c(N(CC)C(=O)c2cccc(C)c2)c(=O)[nH]c1=O
  i | 0.8 | i | i | i | -7.1 | i | i | i | i | -7.2
CCN(C(=O)CN1C(=O)S/C(=C\c2cccc(Cl)c2)C1=O)C1CCS(=O)(=O)C1 (stereo not drawn)
  i | -2.6 | i | i | i | -13.2 | i | i | i | i | -4.1
COc1ccc(OC)c(NC(=O)CNC(=O)Cn2c(C)cc3ccccc3c2=O)c1
  i | -1.1 | i | i | i | -12.1 | i | i | i | i | 0.5
O=C(N/N=C/c1cccnc1)NC12CC3CC(CC(C3)C1)C2
  i | 9.1 | i | i | i | -5.2 | i | i | i | i | .
O=C1C=C(N2CCOCC2)CCC1
  i | 4.7 | i | i | i | -3.5 | i | i | i | i | 7.6
Cc1ccc(NC(=O)N2CCC(C(N)=O)CC2)cc1
  i | 0.5 | i | i | i | 1.8 | i | i | i | i | 1.0
O=C(Nc1ccccc1Oc1ccccc1)C1CCCC1
  i | -3.3 | i | i | i | 2.4 | i | i | i | i | -0.4
CC1CCN(CCCNC(=O)c2nn(C)c3c2CS(=O)(=O)c2ccccc2-3)CC1
  i | 11.5 | i | i | i | -5.1 | i | i | i | i | .
Cc1cc(N2CCCCC2)nc(NCc2ccccc2)n1
  12* | 3.4 | i | i | i | -7.8 | 47* | i | i | i | -1.0
CN(CC(=O)Nc1ccc(F)cc1)C(=O)CSc1ncccn1
  i | 4.4 | i | i | i | -8.7 | i | i | i | i | -2.7
CCCCc1ccc(-c2ccc(C)cc2O)nc1
  i | -3.2 | i | i | i | -10.0 | i | i | i | i | 1.6
COc1ccc(/C=C/c2noc(-c3ccccc3OC(C)=O)n2)cc1
  i | -9.8 | i | i | i | -8.7 | i | i | i | i | -6.4
CCOCCCNC(=O)CS(=O)(=O)Cc1nc(-c2cccc(OC)c2)oc1C
  i | 9.0 | i | 25* | i | -5.6 | i | i | i | i | 3.8
N#Cc1ccsc1NC(=O)CN1CCN(S(=O)(=O)c2cc(Cl)ccc2Cl)CC1
  i | -13.3 | i | i | i | -5.1 | i | i | i | i | -8.1
Cc1ccc(C2=NS(=O)(=O)N(C)C(C(=O)NC(C)c3ccccc3)=C2)cc1 (stereo not drawn)
  i | ? | i | i | i | -11.5 | i | i | i | i | -6.5
Cc1ccc(S(=O)(=O)NC(=O)Nc2c(C)n(C)n(-c3ccccc3)c2=O)cc1
  i | 0.6 | i | i | i | -0.9 | i | i | i | i | -4.7
COc1ccc(CN2CCN(C3CCSCC3)CC2CCO)c(C)c1C (stereo not drawn)
  i | 0.9 | i | i | i | -8.4 | i | i | i | i | 7.0
COc1ccc2c(c1)[nH]c1c(=O)n(CCN3CCCC3)cnc12
  i | -7.8 | i | i | i | -4.2 | i | i | i | i | 4.6
O=C(Nc1ccnn1C1CCN(Cc2cc(Cl)ccc2O)CC1)C1CC1
  i | -9.4 | i | i | i | -5.7 | i | i | i | i | -3.4
O=[N+]([O-])c1ccc(S(=O)(=O)N/N=C/c2cccs2)cc1
  i | 2.9 | i | i | i | -5.4 | i | i | i | i | -3.6
O=C(CN1CCOCC1)N1CCN(c2ccc([N+](=O)[O-])cc2)CC1
  i | 1.4 | i | i | i | -18.1 | i | i | i | i | .
O=C(Cn1c(-c2ccccc2)noc1=O)Nc1ccc(S(=O)(=O)N2CCOCC2)cc1
  i | 6.1 | i | i | i | -8.7 | i | i | i | i | 1.6
Cc1ccc(-c2nc(CCNC(=O)c3ccco3)cs2)cc1
  i | . | i | 25* | i | -9.1 | i | i | i | i | 2.8
CCCNC(=O)C(=O)NCC1CCCN1CC (stereo not drawn)
  i | -3.7 | i | i | i | -3.1 | i | i | i | i | .
COc1ccc(/C=C/c2ccc(=O)n(Cc3ccccc3)n2)cc1
  i | -3.1 | i | i | i | -4.3 | i | i | i | i | 1.1
Cc1ccc(S(=O)(=O)NCC(=O)OCc2nnc(-c3ccccc3)o2)cc1
  i | -0.9 | i | i | i | -18.4 | i | i | i | i | .
CN1CCC(OC(=O)c2ccccc2)CC1
  i | 1.9 | i | i | i | -6.3 | i | i | i | i | 5.5
CCOC(=O)C1CCCN(c2ncnc3c2cnn3-c2ccc(OC)cc2)C1 (stereo not drawn)
  i | 4.1 | i | i | i | -17.1 | i | i | i | i | -0.7
N#Cc1nc(COc2ccccc2)oc1NCCN1CCOCC1
  i | 0.4 | i | i | i | -8.1 | i | i | i | i | 2.0
Cc1nn2c3ccccc3n(CCN3CCCCC3)c2nc1=O
  i | -24.5 | i | i | i | -8.2 | i | i | i | i | -0.6

# Next part
# Order of results: TRPC4 potent | HDAC3 inh | KCNK9 block | TMEM16A inh | KCNQ1 pot | hERG protect | TRPC4 agonist | KCNQ1 block | KCNK3 inh | TMEM16A act | DYRK1A inh
CC(C)[C@H](NC(=O)C1CCN(S(=O)(=O)c2ccc(F)cc2)CC1)C(=O)NCc1ccncc1
  i | 2.0 | i | i | i | -16.3 | i | i | i | i | -3.0
O=c1cc(-c2ccccc2)nc(/C=C/c2ccccc2)[nH]1
  i | -0.8 | i | i | i | -4.8 | i | i | i | i | -13.9
CCOCCCNC(=O)NC(=O)CN1CCN(S(=O)(=O)c2ccc3c(c2)OCCO3)CC1
  i | 5.7 | i | i | i | -9.8 | i | i | i | i | 8.1
CCc1nc(NCc2ccccn2)c2oc3ccccc3c2n1
  i | 1.3 | i | i | i | -12.2 | i | i | i | i | 3.5
C=C1C(=O)O[C@H]2C1CC[C@@](C)(O)C13C=CC(C)(C21)C1(C3)C(=O)O[C@@H]2C3C(C)=CCC3[C@](C)(O)C[C@H](OC(C)=O)C21 (stereo partly drawn)
  i | 6.1 | i | i | i | 5.9* | i | i | i | i | 3.8
C=CCc1ccccc1OCCNCCCOC
  i | -0.4 | i | i | i | -12.3 | i | i | i | i | -1.9
O=S(=O)(c1ccc2nc(-c3ccccc3)[nH]c2c1)N1CCN(c2ccc(Cl)cc2)CC1
  i | -0.1 | i | i | i | -9.1 | i | i | i | i | 4.5
Cc1ccc(-c2nc3ncccn3c2NC2CCCCC2)o1
  i | 1.0 | i | i | i | -20.6 | i | i | i | i | 11.9
CC1CCN(C(=O)CSc2nc3cccnc3n2C)CC1
  i | 1.6 | i | i | i | -9.6 | i | i | i | i | 9.0
O=C(NCc1ccc2c(c1)OCO2)C1CCCN1C(=O)Nc1cccc(Cl)c1 (stereo not drawn)
  i | -1.5 | i | i | i | -9.2 | i | i | i | i | 3.3
CCOCCCNC(=O)Cn1nc(Cc2ccncc2)c2ccccc2c1=O
  i | -0.1 | i | i | i | -1.1 | i | i | i | i | 1.5
COc1ccc(OC)c(NC(=O)CCN2CCCCCC2)c1
  i | -1.9 | i | i | i | -6.6 | i | i | i | i | -6.4
CCNC(=O)N1c2ccccc2Sc2ccccc21
  i | 1.2 | i | i | i | -9.3 | i | i | i | i | 0.8
CN1\C(=C/C=C/C=C/C=[N+](C)C)C(C)(C)c2ccccc21
  i | . | -8.35* | . | i | -52.8 | i | 16* | -12.9* | i | 14.3
COc1ccc2nc(Nc3nc(C)c(CCC(C)C)c(=O)[nH]3)nc(C)c2c1
  i | 7.9 | i | i | i | -13.3 | i | i | i | i | 4.6

# Source: PubChem BioAssay (several laboratories)

# These rows are one share of the data; rates above refer to the full screens.
